Source: PubChem (National Center for Advancing Translational Sciences (NCATS))
HCV inhibitor: qHTS Assay for Inhibitors of Hepatitis C Virus (HCV) | Potency, µM (titrated, usually from 41.8 µM), for the others: top-dose activity change, negative = inhibition, usual class: inhibitors | hit rate 3.4% among 340,000 | Huh7.5.1 HCVcc-Cre infection, luciferase reporter, 44 h; also: potency is read from the fitted curve at half-maximal effect
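Infectious HCVcc-Cre (~0.5 moi) was added to cells just after compound, with cells seeded 4 h earlier at 1,000 per well. Luciferase activity after 44 h culture reported infection; substrate was incubated 15 min at room temperature before reading.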
Sm TGR inh: qHTS Assay for the Inhibitors of Schistosoma Mansoni Peroxiredoxins | Schistosoma mansoni thioredoxin glutathione reductase (TGR), Q962Y6 | purified TGR, DTNB reduction, TNB absorbance 405 nm | Potency, µM (top dose mostly 114 µM), without a hit: top-dose activity change, negative = inhibition, hits mostly inhibitors | hit rate 3% among 360,000 | AID 485364, 2010; also: potency is read from the fitted curve at half-maximal effect; nearly all actives have a fitted effect of over 60% in size
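Kinetic colorimetric format: TGR-catalysed, NADPH-driven DTNB reduction monitored via TNB absorbance. Enzyme dispensed at 20 nM; compound exposure 15 min at room temperature before reaction start.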
AMA1 RON2 block: qHTS for Inhibitors of AMA1-RON; Towards Development of Antimalarial Drug Lead: Primary Screen | Plasmodium falciparum AMA1 (3D7) - RON2 peptide interaction | hit rate 0.2% among 360,000 | Potency, µM (doses to about 58.2 µM), inactives show top-dose activity change, negative = inhibition, most hits filed as inhibitors | AlphaScreen AMA1-biotinylated RON2 peptide binding;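 also: potency is read from the fitted curve at half-maximal effect; 0% = vehicle wells and -100% = peptide control; nearly all actives have a fitted effect of over 45% in size; some results filed as inactive show a strong effect at the top dose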
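AMA1 (3D7) with his tag at 25 nM final met compounds first, then biotinylated RON2 peptide at 25 nM; detection used donor plus acceptor beads, 10 µg/mL apiece, read by AlphaScreen after 30 min at room temperature.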
AmpC detergent: qHTS Inhibitors of AmpC Beta-Lactamase (assay with detergent) | P00811 | AmpC hydrolysis of nitrocefin, absorbance 480 nm, 0.01% Triton | Potency, µM (top dose mostly 114 µM), inactives show top-dose activity change, negative = inhibition, most hits filed as inhibitors | hit rate 0.041% among 370,000 | AID 485294, 2010;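 also: potency is read from the fitted curve at half-maximal effect; 0% = no-compound wells and -100% = no-enzyme wells; nearly all actives have a fitted effect of over 25% in size; some results filed as inactive show a strong effect at the top dose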
Target sequence (P00811 whole entry, looked up): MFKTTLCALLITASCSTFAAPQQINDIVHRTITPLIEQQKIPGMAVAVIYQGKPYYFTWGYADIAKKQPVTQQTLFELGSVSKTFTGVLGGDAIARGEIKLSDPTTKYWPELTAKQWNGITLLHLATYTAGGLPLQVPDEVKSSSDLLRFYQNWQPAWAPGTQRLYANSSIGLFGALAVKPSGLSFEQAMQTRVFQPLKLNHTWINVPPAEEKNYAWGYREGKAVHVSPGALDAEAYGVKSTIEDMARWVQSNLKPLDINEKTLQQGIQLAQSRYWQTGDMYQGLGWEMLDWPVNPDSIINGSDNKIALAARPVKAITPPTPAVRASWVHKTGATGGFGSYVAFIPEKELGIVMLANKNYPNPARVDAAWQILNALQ
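AmpC (5.3 nM in the dispensed reagent) in 20 mM phosphate pH 7.0 with 0.01% (detergent screen) or 0.0001% Triton X-100 was preincubated with compounds for 15 min at room temperature. Nitrocefin was then added from an 800 uM solution, and hydrolysis was followed at 480 nm.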
FBPA Giardia inh: qHTS Assay for Inhibitors of Fructose-1,6-bisphosphate Aldolase from Giardia Lamblia | A8B2U2 | purified Giardia FBPA | Potency, µM (titrated, usually from 59.6 µM), inactives show at the top dose activity, negative = inhibition, hits mostly inhibitors | hit rate 0.71% among 290,000; also: potency is read from the fitted curve at half-maximal effect; nearly all actives have a fitted effect of over 55% in size
Target sequence (A8B2U2 whole entry, looked up): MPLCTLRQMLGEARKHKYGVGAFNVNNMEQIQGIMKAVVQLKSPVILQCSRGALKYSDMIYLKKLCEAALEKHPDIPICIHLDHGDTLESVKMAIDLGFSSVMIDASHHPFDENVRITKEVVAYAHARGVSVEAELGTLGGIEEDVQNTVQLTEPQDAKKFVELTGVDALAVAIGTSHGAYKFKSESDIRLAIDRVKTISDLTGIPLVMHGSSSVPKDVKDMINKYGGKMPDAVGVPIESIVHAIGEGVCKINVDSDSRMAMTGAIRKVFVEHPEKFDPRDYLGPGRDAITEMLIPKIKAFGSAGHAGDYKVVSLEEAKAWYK
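Giardia FBPA (40 nM reagent) was preincubated 10 min at RT with compound (up to 57.5 uM final), then substrate plus GAPDH/TPI/NAD/arsenate coupling system with diaphorase/resazurin was added; resorufin fluorescence (525/598 nm) was read after 20 min.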
HCMV inh: qHTS Assay for inhibitors of the human cytomegalovirus (HCMV); HFF cells, HCMV-luciferase reporter, 72 h; stronger effect = lower value; activity change, negative = inhibition, % at 57.5 µM; hit rate 4.5% among 410,000; AID 1259415, 2018; in the data active = activity change below about -60%; inconclusive = no clear call, values can overlap the other calls; inactive = above about -39%
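Luciferase read-out from HCMV-luciferase-infected HFFs (MOI 1 PFU/cell) 72 h post infection at 37C; compounds added after 16 h cell attachment; activity normalized between buffer-only basal and Salinomycin (10uM) inhibitor controls.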
* = called active by the depositor; ? = inconclusive; / = no result given; & = joins results of further samples; [ ] = another dose, or the depositor's remark. Unless noted, calls follow the shape of the dose curve; as a rule, active = well fitted curve in the direction sought with a large enough effect; inconclusive = small, poorly fitted or top-dose-only effect, or another doubt; inactive = no such curve, though single readings can be large; an effect the other way counts as inactive or inconclusive. Unless noted, % is scaled to controls: 0 for no effect and ±100 for the full control effect.

SMILES	HCV inhibitor	Sm TGR inh	AMA1 RON2 block	AmpC detergent	FBPA Giardia inh	HCMV inh
CCSc1ccccc1C(=O)Nc1cc(OC)c(OC)c(OC)c1	?	/	4%	1%	1%	7
CCOC(=O)C1=C(COC(=O)c2cc(OC)c(OC)c(OC)c2)NC(=O)NC1C (centres undefined)	?	2%	8%	0%	/	12
CC1=NNC(=O)C1CCC(=O)N/N=C/c1ccccc1 (centres undefined)	3%	0%	12%	-10%	2%	-9
O=C(NCc1n[nH]c(=S)n1Cc1ccccc1)c1ccc(Cl)cc1Cl	-3%	0%	72%[activator]	0%	-2%	-7
COc1ccc(C)cc1N1CC(C(=O)OCc2nc(N)nc(Nc3ccccc3C)n2)CC1=O (centres undefined)	0%	9%	-7%	?	/	2
CCC1Oc2ccc(C)cc2N(CC(=O)N2CCN(c3ccc(F)cc3)CC2)C1=O (centres undefined)	?	-4%	-16%	-9%	8%	/
Cc1ccccc1NC(=O)Nc1ccccn1	-5%	0%	-3%	-9%	-13%	38
CCCCOc1ccc(C2c3c(-c4ccccc4O)n[nH]c3C(=O)N2Cc2ccncc2)cc1OC (centres undefined)	/	-7%	/	-6%	/	7
Oc1ccc(C[C@@H]2CNCCN2CCCCC2CCCCC2)cc1	?	-6%	-6%	-15%	/	-8
NC(=O)C1CCCN(CC(=O)Nc2cc(S(=O)(=O)N3CCOCC3)ccc2N2CCCC2)C1 (centres undefined)	19%	-4%	89%[activator]	-20%	/	37
CCC(CC)c1nc(C(N)=O)c2[nH]c(=O)n(-c3ccc(OC)c(OC)c3)c2n1	12%	1%	4%	?	11%	0
CC1=C(C(=O)Nc2ccc(Cl)cc2)C(c2ccccc2)n2ncc(C(=O)Nc3ccccc3)c2N1 (centres undefined)	/	3%	/	14%	/	13
Cc1ccccc1OCC(=O)NCCC1=CCCCC1	-2%	-3%	5%[2.32 µM]	-5%	-1%	?
Cc1cc(NC(=O)OC2CCCCC2)ccc1[N+](=O)[O-]	?	6%	-3%	5%	-8%	50
Cc1ccc(OCc2cnc(Cl)s2)c(C)c1	10%	-3%	57%[activator]	4%	12%	?
Cn1c(SCC(=O)Nc2nccs2)nnc1-c1ccc(S(=O)(=O)N2CCCC2)cc1	3%	6%	5%	-11%	7%	-18
CCC(C)N(C)C1CCN(C(=S)Nc2cccc(OC)c2)CC1 (centres undefined)	4%	-2%	12%	3%	?	-7
COc1ccc(CC(=O)Nc2ccc3nc(Nc4cccc(Cl)c4)cc(C)c3c2)cc1	/	5%	/	12%	/	-102*
COc1cc(S(=O)(=O)NCCc2ccc3c(c2)OCO3)ccc1-n1cnnn1	-13%	2%	-1%	-9%	4%	7
COc1ccc(-c2nnc(NC(=O)CSc3ccc(Cl)cc3)s2)cc1OC	2%	2%	21%	0%	4%	-31
COc1ccc(-c2nnc(SCC(=O)N3CCCC3)o2)c(OC)c1	-3%	-2%	24%	6%	/	53
CCCN(CCC)CC(O)Cn1cc(/C=C/C(=O)c2ccc(OCC)cc2)c2ccccc21 (centres undefined)	/	2%	/	22%	/	-106*
Cc1cc2c(c(CO)c1CCO)C(=O)[C@@H](C)[C@@H]2O	9%	/	-4%	/	/	11
Nc1ccccc1C(=O)OCCOc1ccccc1	5%	-2%	32%[activator]	-8%	1%	8
O=C(O)C1CCCCC1C(=O)Nc1nccs1 (centres undefined)	24%	3%	7%	-6%	-1%	3
COc1cccc(NC(=O)CSc2nc3ccccc3c(=O)n2Cc2cccs2)c1	?	-3%	7%	2%	1%	?
O=[N+]([O-])c1cc(S(=O)(=O)N2CCCC2)ccc1N/N=C1/CCCc2ccccc21	-9%	-6%	-10%	-8%	2%	18
COc1ccccc1Oc1nc(-c2cccnc2)nc2ccccc12	-18%	-2%	7%	11%	-15%	-7
CC(C)CCn1c(=O)c2sccc2n2c(CCCC(=O)NCc3ccc(F)cc3)nnc12	/	0%	/	15%	/	-22
CCN(CC)S(=O)(=O)c1cc(NC(=O)Cn2cnc3ccccc3c2=O)ccc1C	11µM*	-14%	-11%	3%	7%	-38
CSc1cc(-c2ccc(Cl)cc2)c(C(=O)NC(C)C)s1	-24%	-1%	8%	-4%	0%	-5
Cc1cccc(OCc2nc3c4c(ncn3n2)-c2ccccc2CC42CCCC2)c1	5%	0%	1%	-11%	-6%	-32
CCCn1ccc2c(OCC(=O)Nc3ccc(NC(C)=O)cc3)cccc2c1=O	?	-2%	-15%	0%	/	-14
Cc1[nH]c2ccccc2c1/C=C/c1nc2ccccc2c(=O)n1-c1cccc([N+](=O)[O-])c1	8%	6%	3%	1%	-4%	-86*
O=S(=O)(c1cc(C(F)(F)F)ccc1Cl)N1CCN(c2ncnc3ccccc23)CC1	14µM*	6%	3%	-20%	/	-82*
CC(NC(=O)c1ccc(Cl)s1)C1CCCO1 (centres undefined)	1%	-5%	2%	1%	2%	-16
COC(=O)c1cc(C)nc2c1c(=O)nc(SCc1c(C)cc(C)cc1C)n2C1CC1	/	-1%	/	17%	/	10
COc1cc(/C=c2\s/c(=C(/C#N)C(=O)N3CCCC3)n(-c3ccccc3)c2=O)ccc1O	?	18%[11.4 µM]	-1%	-5%	-7%	0
CS(=O)(=O)N1CCCC(C(=O)NCCCN2CCN(Cc3ccccc3)CC2)C1 (centres undefined)	-9%	-1%	-3%	-4%	4%	-11
Cc1ccc(-n2c(C)cc(/C=N/NC(=O)c3ccncc3)c2C)cc1C	-25%	/	14%	7%	-17%	20
COc1cc(/C=N/NC(=O)c2cc[n+]([O-])cc2)ccc1O	17%	-2%	58%[activator]	4%	1%	11
COc1ccc(NS(=O)(=O)c2ccc3c(c2)CC(C)N3C(=O)C2CCC2)cc1OC (centres undefined)	/	-1%	/	6%	/	-78*
CC(C)[C@H](NC(=O)OCc1ccccc1)C(=O)OCC(=O)N1CCN(c2ccccc2)CC1	-12%	-3%	-2%	?	/	-10
O=C(Nc1nnc(SCc2ccc(F)cc2)s1)c1cnccn1	6%	-1%	123%[activator]	-4%	3%	-4
CC(=O)Nc1nnc(CCS(=O)(=O)c2ccc(Cl)cc2)s1	9%	-7%	-2%	-6%	3%	18
CCCCCCOc1ccc(OC(=O)c2cccnc2)cc1	-10%	19%	24%	2%	-2%	-79*
O=S(=O)(c1ccc2nc(N3CCN(c4ccc(F)cc4)CC3)ccc2c1)N1CCCCC1	16%	-5%	?	0%	/	-14
Cc1ccc2c(CN3CCCc4ccccc43)cc(=O)oc2c1C	?	?	-14%	1%	-28%	66
O=C(O)CCN1C(=O)C2C3C=CC(C2C1=O)C1C(=O)N(CCC(=O)O)C(=O)C31 (centres undefined)	18%	-17%	9%	1%	-3%	54
CCOc1ccccc1Nc1cc(C)nc2ccc(C)cc12	6.3µM*	/	2%	/	/	?
O=[N+]([O-])c1ccc(CNc2cccc(Cl)c2)s1	-14%	-18%	-24%	-6%	?	23
CCc1cc2c(=O)c(-c3nc4ccccc4n3C)c(C(C)C)oc2c(CN2CCN(C)CC2)c1O	?	2%	-1%	0%	5%	-27
COC(=O)c1cc(Cl)ccc1NC(=O)CSc1ncc(S(=O)(=O)c2ccc(Br)cc2)c(=O)[nH]1	/	0%	/	10%	/	-35
Cn1cccc1Cc1nnc(SCC(=O)Nc2ccc(F)cc2F)n1-c1ccc(F)cc1	-14%&-12%	?	26%	?	8%	-18
Cc1ccc2nc(COc3ccccc3NC(=O)C(C)(C)C)cc(=O)n2c1	/	5%	/	-2%	/	24
COc1ccc2nc3oc(C(=O)NC4CCN(Cc5ccccc5)CC4)cc3cc2c1	?	-9%	-11%	-8%	1%	-16
COc1ccc(C2=NOC(C(=O)N3CCOCC3)C2)cc1OC (centres undefined)	3%	8%	25%	-11%	3%	44
COC(=O)[C@]1(C)N[C@H](CN(C)C(C)=O)[C@@H]2C(=O)N(Cc3ccccc3)C(=O)[C@@H]21	-15%[8.37 µM]	/	-5%	/	/	-3
COc1cc(OC)cc(C(=O)NCC(=O)N2CCN(c3ccc(O)cc3)CC2)c1	21%	?	-2%	?	-17%	12
COc1cccc(C(=O)Nc2cccc(C(=O)OCc3cc(=O)n4c5c(sc4n3)CCCC5)c2)c1	/	8%	/	14%	/	-10

Structural class: those above containing a COOH group.
SMILES	HCV inhibitor	Sm TGR inh	AMA1 RON2 block	AmpC detergent	FBPA Giardia inh	HCMV inh
O=C(O)C1CCCCC1C(=O)Nc1nccs1 (centres undefined)	24%	3%	7%	-6%	-1%	3
O=C(O)CCN1C(=O)C2C3C=CC(C2C1=O)C1C(=O)N(CCC(=O)O)C(=O)C31 (centres undefined)	18%	-17%	9%	1%	-3%	54

(cont.)
SMILES	HCV inhibitor	Sm TGR inh	AMA1 RON2 block	AmpC detergent	FBPA Giardia inh	HCMV inh
COc1ccc(NS(=O)(=O)NC(=O)c2c(C)n(C)c3ccccc23)cc1	15%	-11%	5%	-3%	-26%	0
CC(=O)C1=C(O)C(=O)N(Cc2ccccc2)C1c1ccc(F)cc1 (centres undefined)	13%	-10%	-4%	-20%	18%	-77*
Cc1cccc(Nc2c([N+](=O)[O-])c(=O)n(C)c3ccccc23)c1	?	-20%	11%	-9%	-3%	10
CCCN(CCC)CCNC(=O)Cn1ncc2c([nH]c3ccc(C)cc32)c1=O	/	26%	/	17%	/	13
O=C(Nc1cc(-c2nc3ccccc3s2)ccc1Cl)c1cc2ccccc2o1	/	1%	/	10%	/	91
Cc1cccc(C(=O)NCC(=O)NCCSc2ccc(Br)cc2)c1	8%	6%	5%	?	/	-1
COc1ccc(CCNC(=O)c2cnc3ccccn3c2=O)cc1	4%[8.37 µM]	-2%	-2%	-8%	2%	49
N#Cc1c(C(F)(F)F)cc(-c2ccc(Cl)cc2)[nH]c1=O	1%	-29%	14%	-9%	18%	-25
Cc1cc(=O)n2[nH]c(-c3ccccc3)cc2n1	-4%	0%	0%	-5%	-8%	11
O=C(NNC(=O)c1ccc(-c2ccccc2)cc1)Nc1ccccc1F	0%	-2%	73%[activator]	?	4%	-17
O=C(c1ccc(OCC2CCCO2)cc1)N1CCN(c2ccccc2)CC1 (centres undefined)	-7%	-16%	2%	1%	0%	7
CCc1ccc(Sc2cc(C(=O)NCCCN3CCCC(C)C3)c3ccccc3n2)cc1 (centres undefined)	/	-11%	/	7%	/	-61*

Given with bars between the fields: four of the compounds above.
structure | HCV inhibitor | Sm TGR inh | AMA1 RON2 block | AmpC detergent | FBPA Giardia inh | HCMV inh
COc1ccc(CCNC(=O)c2cnc3ccccn3c2=O)cc1 | 4%[8.37 µM] | -2% | -2% | -8% | 2% | 49
N#Cc1c(C(F)(F)F)cc(-c2ccc(Cl)cc2)[nH]c1=O | 1% | -29% | 14% | -9% | 18% | -25
Cc1cc(=O)n2[nH]c(-c3ccccc3)cc2n1 | -4% | 0% | 0% | -5% | -8% | 11
O=C(NNC(=O)c1ccc(-c2ccccc2)cc1)Nc1ccccc1F | 0% | -2% | 73%[activator] | ? | 4% | -17
